KKLEB cytotox: CF airway cell cytotoxicity counter-screen. KKLEB CF airway cells viability, ATPlite luminescence, overnight; hits give low values; cells stimulated with P. aeruginosa culture filtrate. activity change (cytotoxicity), % at 5 µM. actives 0.36% (n = 360,000). AID 602141;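 active means corrected activity change at or below -50% at 5 µM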
LRH-1 inv ag: inverse agonists of human LRH-1 (NR5A2); O00482; HEK293T StAR-luciferase reporter, LRH-1 transfected, 24 h; inhibition, % at 3.6 µM; actives 0.13% (n = 360,000);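 active means inhibition above the mean inhibition of all tested compounds plus 3 SD, cut at about 73% in these data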;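 further: 0% = DMSO wells and 100% = reporter-only cells lacking LRH-1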
EBV LMP1 NFkB: reduces LMP1-driven NF-kappaB luciferase signal. LMP1-induced NF-kappaB luciferase reporter cells, luminescence. inhibition, % at 12.5 µM. actives 0.69% (n = 350,000). AID 504558; in the data active means inhibition above about 41%;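 further: 0% = neutral control wells and 100% = reference inhibitor control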
NR2F2 inh: inhibitors of human COUP-TFII (NR2F2) | AID 686940 | HEK293T NGFI-A luciferase reporter, luminescence | P24468 | actives 0.7% (n = 370,000) | inhibition, % at 8.6 µM;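 active means inhibition above a per-plate cutoff, mean inhibition of test wells between control levels plus 3 SD, cut at about 38% in these data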;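 further: cells cotransfected with COUP-TFII expression vector driving the NGFI-A reporter; 0% = median of COUP-TF2 test wells and 100% = reporter-only cells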
CF NFkB inh: inhibitors of cystic fibrosis induced NF-kB; actives 0.86% (n = 360,000); KKLEB NF-kB-GFP reporter, PAF-induced, GFP fluorescence overnight; inhibition, % at 5 µM;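 active means at least 50% inhibition at 5 µM, scaled per plate between neutral and stimulator controls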;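 further: PAF is a Pseudomonas aeruginosa culture filtrate used as stimulus; plate controls were PAF-stimulated DMSO wells for no effect and unstimulated DMSO wells for full effect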
TWEAK-Fn14 inh: TWEAK-Fn14 signaling inhibition. TWEAK-stimulated Fn14 reporter cells, luciferase luminescence, 8 h. inhibition, % at 10 µM. actives 2% (n = 360,000). AID 1159606; in the data active means inhibition above about 50%
Shn3 inh set2: reduces Shn3 3'UTR luciferase signal in osteoblasts | Clone20 osteoblast Shn3 3'UTR firefly luciferase, 24 h | inhibition, % at 12.5 µM | actives 0.52% (n = 360,000) | AID 588674;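 active means mean inhibition of at least 75% with every replicate also reaching 75%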;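 further: 0% = median of neutral control wells and 100% = pilot-screen positive control compound; some compounds past the cut are filed as inactive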
TROY NFkB inh: blocks TROY-dependent signaling in reporter cells; Q293 LMP1-TROYcd NF-kB luciferase reporter, 4 h; inhibition, % at 10 µM; actives 0.98% (n = 360,000); AID 1347056;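 active means compounds whose plate-normalised and pattern-corrected inhibition of the luciferase reporter signal at the single screening dose is 50% or more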
SRC3 inh: human NCOA3 inhibition. actives 0.17% (n = 360,000). inhibition, % at 3.6 µM. AID 588352. Q9Y6Q9. HEK293 GAL4-SRC3 luciferase reporter, luminescence;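 active means inhibition above a per-campaign cutoff, the mean of all compounds plus 3 SD, cut at about 60% in these data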;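 further: 0% = DMSO-treated cells and 100% = gossypol-treated cells at 36 µM; higher means less SRC3-driven luciferase light from the GAL4 reporter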
SRC1 inh: human NCOA1 inhibition | HEK293 GAL4-SRC1 luciferase reporter, luminescence | actives 0.12% (n = 360,000) | Q15788 | inhibition, % at 3.6 µM | AID 588354;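 active means inhibition above the campaign mean plus 3 SD, with each screening campaign given its own cutoff, cut at about 60% in these data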;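 further: 0% = DMSO treated cells and 100% = gossypol at 36 µM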
Target sequence (Q15788 whole entry, looked up, the tested form may be a part): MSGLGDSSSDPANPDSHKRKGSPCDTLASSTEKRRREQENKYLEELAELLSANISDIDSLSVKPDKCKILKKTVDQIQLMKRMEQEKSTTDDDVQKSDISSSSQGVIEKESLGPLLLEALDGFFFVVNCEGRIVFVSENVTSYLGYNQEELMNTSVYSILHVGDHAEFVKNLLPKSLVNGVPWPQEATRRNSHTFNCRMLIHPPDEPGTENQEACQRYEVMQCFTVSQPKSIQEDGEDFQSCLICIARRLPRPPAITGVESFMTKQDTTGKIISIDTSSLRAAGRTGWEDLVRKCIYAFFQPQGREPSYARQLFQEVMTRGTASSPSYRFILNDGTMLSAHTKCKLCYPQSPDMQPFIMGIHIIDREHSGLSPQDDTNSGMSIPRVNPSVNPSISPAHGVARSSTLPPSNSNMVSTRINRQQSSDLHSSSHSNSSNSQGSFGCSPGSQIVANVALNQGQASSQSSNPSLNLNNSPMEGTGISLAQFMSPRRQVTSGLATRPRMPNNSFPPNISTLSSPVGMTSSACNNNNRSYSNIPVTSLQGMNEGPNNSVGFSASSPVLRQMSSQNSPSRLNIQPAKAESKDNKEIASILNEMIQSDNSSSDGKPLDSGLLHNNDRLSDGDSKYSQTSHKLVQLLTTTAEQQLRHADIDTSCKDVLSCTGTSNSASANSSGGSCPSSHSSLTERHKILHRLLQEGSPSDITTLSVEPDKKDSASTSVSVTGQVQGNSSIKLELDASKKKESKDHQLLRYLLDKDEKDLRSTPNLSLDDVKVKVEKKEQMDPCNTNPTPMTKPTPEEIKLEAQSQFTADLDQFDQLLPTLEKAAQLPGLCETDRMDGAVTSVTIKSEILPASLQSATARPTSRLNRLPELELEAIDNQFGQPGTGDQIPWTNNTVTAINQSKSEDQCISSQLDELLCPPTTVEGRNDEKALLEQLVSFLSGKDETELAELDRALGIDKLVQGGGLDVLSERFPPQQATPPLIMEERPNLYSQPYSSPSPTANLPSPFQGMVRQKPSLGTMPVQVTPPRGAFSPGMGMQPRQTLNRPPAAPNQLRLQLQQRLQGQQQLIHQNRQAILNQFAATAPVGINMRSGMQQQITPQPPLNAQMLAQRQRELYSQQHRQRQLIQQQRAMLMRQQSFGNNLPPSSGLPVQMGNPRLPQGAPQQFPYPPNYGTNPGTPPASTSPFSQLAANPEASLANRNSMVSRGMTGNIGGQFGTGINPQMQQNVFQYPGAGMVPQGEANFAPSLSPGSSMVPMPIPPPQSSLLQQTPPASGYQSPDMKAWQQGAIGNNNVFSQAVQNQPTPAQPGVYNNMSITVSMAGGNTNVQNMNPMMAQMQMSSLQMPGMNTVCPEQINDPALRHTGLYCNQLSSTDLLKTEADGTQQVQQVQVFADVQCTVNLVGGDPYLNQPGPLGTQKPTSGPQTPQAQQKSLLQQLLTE
C8 TRAIL sens: caspase-8 TRAIL sensitization | NB7+C8 cells + TRAIL, ATPlite viability luminescence | inhibition (viability loss, TRAIL sensitization), % at 10 µM | actives 1% (n = 360,000);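 active means compounds causing at least 50% loss of cell viability in the single-dose screen, relative to plate controls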
An asterisk follows results filed as active; · = no result given; & = joins results of further samples. A portion of the library; count on the stated rates, not on these rows.

SMILES	KKLEB cytotox	LRH-1 inv ag	EBV LMP1 NFkB	NR2F2 inh	CF NFkB inh	TWEAK-Fn14 inh	Shn3 inh set2	TROY NFkB inh	SRC3 inh	SRC1 inh	C8 TRAIL sens
CC1(C(=O)NS(=O)(=O)c2cccc(OC(F)F)c2)CCN1C(=O)CCc1cccs1 (stereo not drawn)	-8	6	·	-14	12	-22	-6	2	-2	-4	-1
O=C(Nc1c(Cl)cc2c(c1Cl)Cc1cc([N+](=O)[O-])ccc1-2)C(Cl)Cl	-14	20	-30	3	-9	9	95*	14	-37	-26	86*
CC(=O)Nc1ccc(N=Cc2ccc[nH]2)cc1	-11	-3	-2	-1	-16	18	-10	3	-4	3	-4
COCCCNC(=O)C1CCC(CNS(=O)(=O)c2ccc(Cl)cc2)CC1 (stereo not drawn)	0	6	6	6	-9	5	0	16	15	-1	0
COc1ccccc1N1CCN(C(=O)CSc2nnc(NC(=O)c3ccco3)s2)CC1	1	-24	-8	-3	3	-12	-11	3	14	-14	14
COc1ccc(C2CC(c3ccc(F)cc3)=NN2c2ccccc2)cc1OC (stereo not drawn)	6	-23	-10	-17	10	-50	-5	-31	-11	-9	3
CCC(=O)c1ccc(OCC(=O)OC(C)C(=O)N2CCc3ccccc32)cc1 (stereo not drawn)	4	2	1	-20	2	-3	-16	-8	-9	-11	6
CC(=O)Nc1cccc(-c2ccnc3c2CC(C(=O)Nc2ccc(F)c(Cl)c2)O3)c1 (stereo not drawn)	9	1	·	5	-12	24	30	35	-12	5	20
O=C(NCc1ccccc1)c1ccc(Br)o1	7	20	1	-4	15	-4	-28	-6	-8	-4	2
CCOc1ccc(C(=O)NCc2ccco2)cc1OC	-3	1	5	-6	11	11	-45	-6	-27	-11	0
CCCOC(=O)c1ccc(OCC(O)CN2C(=O)NC(C)(C)C2=O)cc1 (stereo not drawn)	5	1	12	-6	-13	-2	17	-9	6	-2	2
Cc1ccc(CN2CCN(Cc3nc(C(C)C)cs3)CC2CCO)cc1 (stereo not drawn)	4	0	7	7	5	4	0	11	12	8	-2
O=Cc1ccc(OC(=O)c2cccnc2)cc1	16	-7	-2	-3	4	3	-2	17	6	-4	-5
O=C(CSc1nc2ccsc2c(=O)n1-c1ccccc1)N1CCCC1	29	24	-5	2	-15	0	0	5	-12	-84	-19
N#Cc1ccc(NC(=O)COC(=O)C2Cc3ccccc3CN2C(=O)c2ccccc2)cc1 (stereo not drawn)	14	6	13	15	12	-33	59	21	2	14	40
COc1ccc(CC(=O)NNS(=O)(=O)c2ccccc2)cc1OC	-4	-17	7	-10	6	9	0	-13	13	-8	0
COc1ccc(CN(CC2CCC(C(=O)O)CC2)C(=S)Nc2cc(C)cc(C)c2)cc1 (stereo not drawn)	18	0	1	15	-8	-8	-20	-14	6	7	-3
Cc1nc2ccc(NC(=O)c3nn(C(C)C)c(=O)c4ccccc34)cc2s1	7	-15	-4	-8	16	-8	1	-1	10	-13	-12
CCCC(c1nnnn1Cc1cccs1)N1CCN(c2ccc(OC)cc2)CC1 (stereo not drawn)	-2	6	2	-13	8	4	11	-13	2	9	-7
O/N=C\c1ccc2noc(-c3ccc(Cl)cc3)c2c1	8	7	0	7	22	20	13	-1	13	24	-1
CCOc1cc(CNCC2CCCO2)cc(Br)c1OCC(N)=O (stereo not drawn)	0	4	-10	0	22	-9	7	-6	-3	-5	-16
CCOc1ccc(N2C(=O)C3Sc4[nH]c(=O)sc4C(/C=C/c4ccccc4)C3C2=O)cc1 (stereo not drawn)	1	-6	3	-5	4	6	-14	-7	18	1	2
Cc1nc2ccc(S(=O)(=O)N(C)CC(=O)NCCc3ccccc3)cc2s1	-3	10	-6	7	3	2	-3	-2	5	0	-28
COCCNc1nc(NCc2ccccc2F)c2sccc2n1	4	23	·	4	7	-19	26	19	-15	5	3
COc1cccc(-c2cnc(C(O)c3cccc(C)c3C)[nH]2)c1 (stereo not drawn)	-29	4	·	6	13	-10	13	-18	-11	10	-16
Going on with the list.
SMILES	KKLEB cytotox	LRH-1 inv ag	EBV LMP1 NFkB	NR2F2 inh	CF NFkB inh	TWEAK-Fn14 inh	Shn3 inh set2	TROY NFkB inh	SRC3 inh	SRC1 inh	C8 TRAIL sens
CC(C)CNc1nc(NC(C)(C)C)nc(Oc2ccc(=O)[nH]n2)n1	0	-21	1	-10	-27	5	12	11	12	-3	-3
C[C@H](NC(=O)[C@@H]1CCC(=O)N1Cc1ccco1)c1ccccc1	5	7	-9	-8	0	0	-22	13	1	1	-2
COc1cc(NC(=O)CCc2nnc3ccc(N4CCCC4)nn23)cc(OC)c1OC	18	13	4	-2	-26	6	-16	-7	14	-11	4
CCOc1ccc(-c2nnc(SCC(=O)NC(C)(C)C)nc2-c2ccc(OCC)c(OC)c2)cc1OC	0	2	17	13	15	-21	19	5	-5	-5	-9
O=c1cc(-c2ccc(Br)cc2)[nH][nH]1	-13	12	5	-14	16	-8	-45	-12	1	-71	0
CC(=O)NC12CC3CC(C1)CC(C(=O)Nc1c(C)n(C)n(-c4ccccc4)c1=O)(C3)C2	1	12	1	-13	19	8	22	1	-22	-5	5
O=C(COC(=O)/C=C/c1cccc(Br)c1)NC1CC1	-12	-14	-1	14	0	5	0	-12	-8	-19	3
O=C(COc1ccccc1C(=O)O)Nc1nc2ccc([N+](=O)[O-])cc2s1	1	1	10	-5	21	5	-52	38	4	-13	-7
COCN(C#N)c1nc(N(C)C)nc(N(C)C)n1	14	-10	9	-26	-12	10	18	15	5	1	-7
O=C(CN1CCCC1)N1CCCc2ccccc21	-6	8	-3	11	6	1	-1	18	16	-6	0
CC1CCN(c2nc3c(=O)[nH]c(N)nc3n2[C@@H]2O[C@H](CO)[C@@H](O)[C@H]2O)CC1	17	-3	0	-10	-48	0	15	11	-12	2	-18
CC1CN(C2CCN(S(=O)(=O)c3ccc4ccccc4c3)CC2)CC(C)O1 (stereo not drawn)	-4	3	2	-5	12	8	23	-4	11	-12	-4
S=C1NC(c2cccs2)=CC(c2ccc(Br)cc2)N1 (stereo not drawn)	12	-25	-8	15	-17	18	-24	-35	23	-4	0
O=c1c2c3c(sc2n(CCN2CCCC2)c(=O)n1Cc1ccccc1)CCCCC3	-25	16	·	23	18	-12	19	-5	10	4	0
COc1cccc(C(=O)N2CCN(C(=O)c3cccc(F)c3)CC2)c1	6	5	-13	1	1	4	-11	1	-7	5	5
CCOC(=O)CC(N)c1ccc(OC)cc1 (stereo not drawn)	-3	-1	17	12	4	-23	-10	9	5	-78	-12
COc1ccc(S(=O)(=O)N(CC(=O)NCc2ccco2)c2ccc(C)cc2)cc1OC	-4	-2	-6	-7	1	18	-2	-11	19	0	-4
CCOCCCNC(=S)NCCCNc1nc2c(C)cc(C)cc2cc1C#N	-22	-10	2	10	-11	-1	-1	-18	7	-5	-1
CC1CN(S(=O)(=O)c2ccc(C(=O)Nc3nccs3)cc2)CC(C)O1 (stereo not drawn)	5	8	0	-6	-19	11	2	25	11	21	8
O=C(CNC(=O)c1ccc(F)cc1)NCc1ccc(S(=O)(=O)N2CCOCC2)cc1	0	-4	1	-11	4	6	4	0	-1	-12	5
O=C(CSc1ncc(-c2ccc(F)cc2)n1Cc1ccco1)Nc1nccs1	-4	9	2	8	0	28	15	37	-5	0	1
Cc1ccccc1OCCn1nc(C(=O)O)c2ccccc2c1=O	-4	6	4	-22	16	-3	17	2	3	1	5
O=C(CSc1nnc(NC2CCCCC2)s1)Nc1ccc(N2CCOCC2)cc1	-5	-17	-1	-11	-12	-18	9	-13	-21	-21	16
COc1cccc(C2N(c3ccccn3)C(=O)C3CCCN32)c1OC (stereo not drawn)	10	-1	-10	-1	1	2	-82	-12	-11	-75	-9
COc1cccc(-c2nc3ccccc3c(=O)o2)c1	2	-31	6	-24	7	-9	-29	-50	-29	-38	0

The list goes on (3 carried over from the part before).
SMILES	KKLEB cytotox	LRH-1 inv ag	EBV LMP1 NFkB	NR2F2 inh	CF NFkB inh	TWEAK-Fn14 inh	Shn3 inh set2	TROY NFkB inh	SRC3 inh	SRC1 inh	C8 TRAIL sens
O=C(CSc1nnc(NC2CCCCC2)s1)Nc1ccc(N2CCOCC2)cc1	-5	-17	-1	-11	-12	-18	9	-13	-21	-21	16
COc1cccc(C2N(c3ccccn3)C(=O)C3CCCN32)c1OC (stereo not drawn)	10	-1	-10	-1	1	2	-82	-12	-11	-75	-9
COc1cccc(-c2nc3ccccc3c(=O)o2)c1	2	-31	6	-24	7	-9	-29	-50	-29	-38	0
O=C(N/N=C/c1cccc(C(F)(F)F)c1)C1CCN(c2ncc(C(F)(F)F)cc2Cl)CC1	-6	-12	-14	-3	6	-11	-6	-1	-13	-7	19
CCCCCN(C(=O)CCC(=O)OCC(=O)N1CCC(C)CC1)c1c(N)n(CCCC)c(=O)[nH]c1=O	-3	-25	-7	15	6	4	-30	-9	12	-25	-13
CCOC(=O)Cn1c(=NC(=O)C2COc3ccccc3O2)sc2cc(S(N)(=O)=O)ccc21 (stereo not drawn)	4	4	-6	13	2	-8	-1	0	3	-9	5
CCO[C@@H]1OC(C(=O)N2CCN(Cc3ccc4c(c3)OCO4)CC2)=C[C@H](c2coc3ccccc3c2=O)[C@H]1CCCO	-3	24	-4	22	5	-18	8	-7	-6	-14	5
COCCN(CC(=O)NCc1ccccc1)C(=O)CCC(=O)Nc1nccs1	11	15	3	-15	-2	-1	9	-21	-1	-18	5
COc1cc(C(=O)NCc2nnc(SCC(=O)N3CCCCC3)o2)cc(OC)c1OC	7	-13	-3	-7	1	-5	-3	6	14	-18	-9
CCOP(=O)(OCC)C(Nc1cccc(C)c1)c1ccc(F)cc1 (stereo not drawn)	8	5	-12	5	-14	-4	4	-8	7	-3	-6
O=C(C(=O)N(Cc1ccccc1)Cc1ccccc1)c1c(-c2ccccc2)[nH]c2ccccc12	-81*	11	-3	-5	94*	52*	13	17	17	17	24
Cc1ccc(SC(C)c2nc(-c3ccccc3)no2)cc1 (stereo not drawn)	-8	14	59*	2	-2	-5	-4	-43	-17	-23	5
COc1ccc(CN2C(=O)C(CC(C)C)Nc3ncnc(N4CCN(c5ccccc5)CC4)c32)cc1 (stereo not drawn)	-20&-6	4&-9	-29	-4&12	18&19	-23&-8	0&-11	3&14	28&-8	-13&9	-16&-5
O=S(=O)(c1cccc(S(=O)(=O)N2CCN(c3ncccn3)CC2)c1)N1CCOCC1	-5	9	-7	-16	-6	-28	15	6	31	3	3
COc1cccc(CN(C)C(=O)Nc2cccc(C(F)(F)F)c2)c1OC	5	2	-8	-22	-10	-12	5	-19	26	-23	2
Cc1nn(CC(C)C)c(Cl)c1C(=O)N(c1ccc(Cl)cc1F)S(C)(=O)=O	3	21	17	14	30	31	5	4	11	7	9
O=C(N/N=C/c1coc2ccccc2c1=O)c1cn(-c2ccccc2)nc1-c1ccccc1	-16	-23	4	-1	24	13	5	-19	12	11	-7
C[C@@H]1CN([C@H](C)CO)C(=O)c2cc(Br)cnc2O[C@@H]1CN(C)C(=O)Cc1ccccc1	-4	-12	29	11	-14	-7	-3	-7	-10	-13	-2

Compound activity from PubChem BioAssay.
